Screening data deposited in PubChem by National Center for Advancing Translational Sciences (NCATS).
D2 ag = D2 dopamine receptor (human) agonism; HEK293 T-REx D2 cells, calcium flux agonist mode; activation, % at 2 µM; 340,000 tested, 0.53% active; AID 485358;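 active = activation over 3 SD above normal in the single-dose calcium agonist read, cut at about 30% in these data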; also: 0% is about no effect
Target sequence (P14416 whole entry, looked up): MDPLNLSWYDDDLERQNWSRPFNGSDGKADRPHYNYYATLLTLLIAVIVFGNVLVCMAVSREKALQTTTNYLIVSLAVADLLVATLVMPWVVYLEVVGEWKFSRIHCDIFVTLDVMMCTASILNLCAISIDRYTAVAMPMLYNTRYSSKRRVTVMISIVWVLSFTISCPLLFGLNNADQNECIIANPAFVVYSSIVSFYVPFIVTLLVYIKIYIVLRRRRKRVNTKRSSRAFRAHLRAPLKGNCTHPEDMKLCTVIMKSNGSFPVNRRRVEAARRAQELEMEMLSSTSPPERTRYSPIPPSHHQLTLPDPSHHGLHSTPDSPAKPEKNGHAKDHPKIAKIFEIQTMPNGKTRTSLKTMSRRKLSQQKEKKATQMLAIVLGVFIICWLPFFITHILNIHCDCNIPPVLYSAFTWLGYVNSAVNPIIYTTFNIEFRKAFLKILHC
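Agonism is scored from calcium flux in a force-coupled, inducible HEK293 cell line expressing D2, read kinetically for 180 s after compound addition against dopamine controls.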
ERG Ets-DNA blk = ERG Ets/DNA interaction inhibition. P11308. fluorescence polarization, His-ERG Ets domain / labelled DNA. Potency, µM (titrated, usually from 76.9 µM), for inactives: top-dose FP activity, negative = inhibition, hits mostly inhibitors. 370,000 tested, 0.028% active; active = well fitted inhibition curve with a large enough effect in the polarisation, with a control signal flat; inconclusive = small, poorly fitted or top-dose-only effect, or effect the other way, or a change in a side signal; inactive = no such curve, though single readings can be large or run the other way; the % refers to the polarisation;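 also: polarization taken with two DNA probes labelled with fluorescein and Texas red; potency is read from the fitted curve at half-maximal effect; % of control where 0% means no effect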
Target sequence (P11308 whole entry, looked up, the tested form may be a part): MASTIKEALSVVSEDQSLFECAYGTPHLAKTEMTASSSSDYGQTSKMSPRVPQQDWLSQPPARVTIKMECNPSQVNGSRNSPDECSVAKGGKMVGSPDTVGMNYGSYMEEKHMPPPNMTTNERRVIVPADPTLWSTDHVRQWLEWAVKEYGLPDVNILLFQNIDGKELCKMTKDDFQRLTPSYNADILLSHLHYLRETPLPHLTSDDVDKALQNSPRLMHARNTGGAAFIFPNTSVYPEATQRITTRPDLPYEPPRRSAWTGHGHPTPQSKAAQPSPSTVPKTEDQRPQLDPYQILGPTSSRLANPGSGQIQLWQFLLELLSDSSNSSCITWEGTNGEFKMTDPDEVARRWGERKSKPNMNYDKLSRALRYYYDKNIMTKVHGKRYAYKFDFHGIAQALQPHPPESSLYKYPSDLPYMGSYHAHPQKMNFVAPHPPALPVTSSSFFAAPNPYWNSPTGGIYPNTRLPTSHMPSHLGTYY
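His-tagged ERG Ets domain (1 uM in the protein solution; 300mM KCl, 50mM Tris-HCl, 1mM EDTA, 1mM DTT, pH 7.5) received compound, then a probe mix of 5 nM fluorescein-DNA and 100nM Texas-615-DNA. Fluorescence polarization was read for both dyes.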
D2 antag = D2 dopamine receptor (human) antagonism | AID 485344 | 340,000 tested, 2% active | HEK293 TREx D2 cells, calcium flux, dopamine EC80 | inhibition, % at 10 µM; in the data active = inhibition above about 30%; also: 0% is about no effect
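Overnight-induced (tetracycline, 30 C) HEK293 T-REx cells carrying force-coupled D2 receive a no-wash calcium dye, then compound, then EC80 dopamine at 180 s; signals are read kinetically throughout.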
Vif-A3G inh = inhibitors of Vif-APOBEC3G interaction; Q9HC16; HeLa A3G-eYFP + Vif (tagged APOBEC3G with the HIV-1 protein that degrades it), YFP fluorescence, overnight; Potency, µM (titrated, usually from 46.1 µM), without a hit: at the highest dose activity, negative = active, actives largely listed as inhibitors; 410,000 tested, 0.076% active;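 also: potency is read from the fitted curve at half-maximal effect; % is scaled to controls: 0 for no effect and ±100 for the full control effect; nearly all actives have a fitted effect of over 60% in size; hits raise eYFP signal because A3G escapes Vif-driven loss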
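Read-out is eYFP fluorescence (Ex 488/Em 500-530) from Vif-expressing HeLa A3G-eYFP cells; more signal means A3G escaped Vif-mediated degradation. Cells plated overnight, compound pinned in, incubated overnight at 37 deg C.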
GRP78 ERSR act = inducers of ER stress response in human glioma cells; 420,000 tested, 0.02% active; U87-MG GRP78 promoter luciferase reporter, 16 h; Potency, µM, without a hit: top-dose activation, actives largely listed as activators; AID 602332; also: potency is read from the fitted curve at half-maximal effect; series mostly up to about 76 µM; % of control where 0% means no effect; nearly all actives have a fitted effect of over 35% in size
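Stably transfected U87-MG human glioma cells carrying a GRP78-based luminescent sensor were seeded at 1000 cells/well, pin-dosed with compounds and incubated 16 h. Luciferase reagent was then added, and end-point luminescence was read after 10 min at room temperature.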
LDHA block = blocks human lactate dehydrogenase A; activity change, % (values are at about 110 or 230 µM); AID 1347041; 480,000 tested, 0.15% active; purified LDHA, NADH/diaphorase-resazurin fluorescence; hits give low values; P00338; in the data active = activity change below about -30%; inconclusive = mostly about -25% to -30%;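 also: plate controls were DMSO wells for no effect and wells without enzyme for full effect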
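LDH5 2 nM; NADH 0.06 mM, pyruvate 0.2 mM; 200 mM Tris pH 7.4, EDTA, Tween-20; 5 min RT. Detection: diaphorase 0.133 mg/mL + resazurin 37 µM, fluorescence ex540/em590 at 0 and 20 min; normalized to enzyme-free and DMSO wells.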
RGS4 inhibitor = inhibitors of human regulator of G protein signaling 4; P49798; Transcreener GDP fluorescence polarization, RGS4-accelerated GTP hydrolysis; Potency, µM (series often up to 114 µM), inactives show top-dose activity change, negative = inhibition, usual class: inhibitors; 390,000 tested, 0.039% active; AID 504845; also: potency is read from the fitted curve at half-maximal effect; % is scaled to controls: 0 for no effect and ±100 for the full control effect; nearly all actives have a fitted effect of over 75% in size; some results filed as inactive show a strong effect at the top dose
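MLSMR compounds (23 nl, pin-transferred) preincubated 10 min at room temperature with a 500nM (2x) first reagent, then RGS4 at 900nM (2x) plus Transcreener GDP mix added; fluorescence polarization (620/688 nm) read before and after 90 min at 30 °C.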
Vif-A3F inh = blocks the Vif interaction with APOBEC3F; Potency, µM (series often up to 46.1 µM), for the others: top-dose activity, negative = active; 390,000 tested, 0.2% active; HeLa A3F-eYFP + Vif (tagged APOBEC3F with the HIV-1 protein that degrades it), YFP fluorescence increase; also: potency is read from the fitted curve at half-maximal effect; % of control where 0% means no effect; nearly all actives have a fitted effect of over 65% in size
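HeLa cells stably expressing Vif plus C-terminally eYFP-tagged A3F were seeded, incubated overnight at 37 deg C, dosed with compound, incubated overnight again at 37 deg C. Yellow fluorescence (Ex 488/Em 500-530) reported blocked Vif-mediated A3F-eYFP degradation.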
12-LOX inh = inhibitors of human 12S-lipoxygenase ALOX12 | P18054 | purified 12hLO, xylenol orange hydroperoxide absorbance | Potency, µM (doses to about 108 µM), for inactives: at the top dose activity change, negative = inhibition, usual class: inhibitors | 580,000 tested, 1.1% active; also: potency is read from the fitted curve at half-maximal effect; % is scaled to controls: 0 for no effect and ±100 for the full control effect
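Hydroperoxide product was detected by ferrous iron/xylenol orange as the 573 to 405 nm absorbance ratio. Arachidonic acid at 40 uM (final) was turned over for 30 min at room temperature by 150 nM human 12hLO, pH 7.0 Hepes buffer, after 15 min compound preincubation.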
Active calls of the source: *; & = joins results of further samples; [ ] = another dose, or the depositor's remark. Unless noted, calls follow the shape of the dose curve; as a rule, active = well fitted curve in the direction sought with a large enough effect; inconclusive = small, poorly fitted or top-dose-only effect, or another doubt; inactive = no such curve, though single readings can be large; an effect the other way counts as inactive or inconclusive.

How did Cc1ccc(C2c3sc(=O)[nH]c3SC3C4CC(C5C(=O)N(C(C)C(=O)O)C(=O)C45)C23)cc1 (stereo not drawn) do in these assays?
D2 ag: -0.5; ERG Ets-DNA blk: 3%; D2 antag: -3; Vif-A3G inh: 1%; GRP78 ERSR act: -6%; LDHA block: -6; RGS4 inhibitor: -2%; Vif-A3F inh: -9%; 12-LOX inh: -3%

Results for CCCCS(=O)(=O)Nc1ccc2ncn(C)c(=O)c2c1 ?
D2 ag: 0.2; ERG Ets-DNA blk: -24%; D2 antag: -6; Vif-A3G inh: 0%; GRP78 ERSR act: -3%; LDHA block: 1; RGS4 inhibitor: 9%; Vif-A3F inh: -4%; 12-LOX inh: 4%

How did Cc1oc(CN2CCOCC2)cc1C(=O)O do in these assays?
D2 ag: -2.1; ERG Ets-DNA blk: -19%; D2 antag: 4; Vif-A3G inh: 1%; GRP78 ERSR act: -1%; LDHA block: -9; RGS4 inhibitor: -51%; Vif-A3F inh: 0%; 12-LOX inh: inconclusive

How did CNC(=O)[C@H](C)[C@@H]1C[C@@]1(C)[C@@H](NC(=O)OCc1ccccc1)c1ccccc1 do in these assays?
D2 ag: -1.3; ERG Ets-DNA blk: 14%; D2 antag: -9; Vif-A3G inh: 4%; GRP78 ERSR act: -4%; LDHA block: -1; RGS4 inhibitor: -4%; Vif-A3F inh: -5%; 12-LOX inh: 0%

Results for CN(C)C(=O)c1cn(-c2ccccc2)c(=O)c2ccccc12 ?
D2 ag: 0.8; ERG Ets-DNA blk: -9%; D2 antag: 4; Vif-A3G inh: 0%; GRP78 ERSR act: -1%; LDHA block: -12; RGS4 inhibitor: 19%; Vif-A3F inh: -5%; 12-LOX inh: 0%

How did Cc1ccc2nc(SCC3CCCCO3)[nH]c2c1 (stereo not drawn) do in these assays?
D2 ag: -1.7; ERG Ets-DNA blk: 6%; D2 antag: 4; Vif-A3G inh: 0%; GRP78 ERSR act: -13%; LDHA block: -5; RGS4 inhibitor: 17%; Vif-A3F inh: -1%; 12-LOX inh: -3%

What do the screens show for `Cc1cccc(OCC(=O)Nc2ccc3nc(SCc4ccccc4)sc3c2)c1`?
D2 ag: -1.8; ERG Ets-DNA blk: 2%; Vif-A3G inh: 5%; GRP78 ERSR act: 1%; LDHA block: 0; RGS4 inhibitor: -23%; Vif-A3F inh: -1%; 12-LOX inh: -3%

How did Cc1ccc2nc(/C(C#N)=C\c3cc(O)ccc3[N+](=O)[O-])[nH]c2c1 do in these assays?
D2 ag: 0.1; ERG Ets-DNA blk: -1%; D2 antag: -9; Vif-A3G inh: inconclusive; GRP78 ERSR act: 1%; LDHA block: -9; RGS4 inhibitor: inconclusive; Vif-A3F inh: -14%; 12-LOX inh: -22%

How did CCC(CO)Oc1cc(NC(=O)c2ccccc2)c2ncn(C(C)C)c2c1 (stereo not drawn) do in these assays?
D2 ag: -0.1; ERG Ets-DNA blk: -4%; D2 antag: -4; Vif-A3G inh: -9%; GRP78 ERSR act: -4%; LDHA block: 11; RGS4 inhibitor: -13%; Vif-A3F inh: 3%; 12-LOX inh: inconclusive

Results for COC(=O)C(Cc1c[nH]c2ccccc12)NC(=O)COc1cccc(C)c1 (stereo not drawn) ?
D2 ag: -2.4; ERG Ets-DNA blk: -4%; Vif-A3G inh: 0%; GRP78 ERSR act: -1%; LDHA block: 1; RGS4 inhibitor: -6%; Vif-A3F inh: 5%; 12-LOX inh: inconclusive

How did C[C@H]1CN([C@@H](C)CO)C(=O)c2cccc(NC(=O)c3ccncc3)c2O[C@H]1CN(C)C(=O)Nc1ccccc1 do in these assays?
ERG Ets-DNA blk: -1%; Vif-A3G inh: 1%; GRP78 ERSR act: -2%; LDHA block: -6; RGS4 inhibitor: -32%; Vif-A3F inh: -5%; 12-LOX inh: -27%

How did CCc1ccc(N(C(=O)c2csnn2)C(C(=O)NC2CCCCC2)c2ccncc2)cc1 (stereo not drawn) do in these assays?
D2 ag: 0.3; ERG Ets-DNA blk: 17%; D2 antag: 12; Vif-A3G inh: 3%; GRP78 ERSR act: 1%; LDHA block: 0; RGS4 inhibitor: -12%; Vif-A3F inh: -5%; 12-LOX inh: inconclusive

Results for Cc1ccccc1-c1nn(-c2ccc(F)cc2F)cc1CNCCN(C)C ?
ERG Ets-DNA blk: 14%; Vif-A3G inh: 2%; GRP78 ERSR act: -2%; LDHA block: 3; RGS4 inhibitor: 0%; Vif-A3F inh: 3%; 12-LOX inh: 42%[activator]

How did COCCCn1c(C)nnc1SCc1ccc(C(C)(C)C)cc1 do in these assays?
D2 ag: -0.6; ERG Ets-DNA blk: -2%; D2 antag: 22; Vif-A3G inh: -8%; GRP78 ERSR act: 0%; LDHA block: -8; RGS4 inhibitor: -4%; Vif-A3F inh: -1%; 12-LOX inh: 49%[activator]

Results for CCc1nn(CC(=O)N2CCCCC2)c(=O)c2cc3sc(C)cc3n12 ?
D2 ag: -0.4; ERG Ets-DNA blk: 1%; LDHA block: -8; RGS4 inhibitor: -7%; 12-LOX inh: -24%

What do the screens show for `COc1ccc(C(=O)OCC(=O)N2c3ccccc3CC2C)cc1S(=O)(=O)N1CCOCC1` (stereo not drawn)?
Vif-A3G inh: 1%; GRP78 ERSR act: -6%; LDHA block: 1; Vif-A3F inh: -4%; 12-LOX inh: 4%

How did CCOC(=O)C1C(=O)NC(N2CCN(Cc3ccccc3)CC2)=NC1c1ccccc1 (stereo not drawn) do in these assays?
D2 ag: 1.1; ERG Ets-DNA blk: 6%; D2 antag: -4; Vif-A3G inh: 1%; GRP78 ERSR act: -5%; LDHA block: -14; RGS4 inhibitor: 16%; Vif-A3F inh: 0%; 12-LOX inh: 23%

How did Cc1cc(C)c(S(=O)(=O)N(C)CC(=O)NCCCn2ccnc2)c(C)c1 do in these assays?
D2 ag: 0.5; ERG Ets-DNA blk: 18%; D2 antag: 9; Vif-A3G inh: -3%; GRP78 ERSR act: -4%; LDHA block: -1; RGS4 inhibitor: 13%; Vif-A3F inh: 9%; 12-LOX inh: 0%

How did Cn1ccsc1=NC(=O)c1cccc(C#N)c1 do in these assays?
D2 ag: 0.1; ERG Ets-DNA blk: 15%; D2 antag: -7; Vif-A3G inh: -5%; GRP78 ERSR act: 3%; LDHA block: -4; RGS4 inhibitor: -24%; Vif-A3F inh: -10%; 12-LOX inh: -5%

What do the screens show for `COC(=O)c1sccc1NC(=S)Nc1ccccc1`?
D2 ag: 0.1; D2 antag: -13; Vif-A3G inh: -3%; GRP78 ERSR act: -4%; LDHA block: 1; RGS4 inhibitor: -42%; Vif-A3F inh: -9%; 12-LOX inh: -23%

Results for CNc1nc(Oc2ccc(C(=O)OC)cc2)nc(SC)n1 ?
D2 ag: 0.5; D2 antag: 8; Vif-A3G inh: -5%; GRP78 ERSR act: -1%; LDHA block: -16; RGS4 inhibitor: 16%; Vif-A3F inh: -2%; 12-LOX inh: -14%

Results for O=C(CNC(=O)OCc1ccccc1)NCC(=O)N1CCCC1C(=O)OCc1ccccc1 (stereo not drawn) ?
ERG Ets-DNA blk: 3%; Vif-A3G inh: 1%; GRP78 ERSR act: -6%; LDHA block: -8; RGS4 inhibitor: 9%; Vif-A3F inh: 9%; 12-LOX inh: 435%[activator]

What do the screens show for `CCc1ccc(Nc2nnc(SCC(=O)NCCN3C(=O)CSC3=O)s2)cc1`?
D2 ag: -0.9; ERG Ets-DNA blk: -2%; D2 antag: -10; Vif-A3G inh: 0%; GRP78 ERSR act: -1%; LDHA block: -1; RGS4 inhibitor: -24%; Vif-A3F inh: -25%; 12-LOX inh: -25%

What do the screens show for `CC(C)N(CC#CC(O)(c1ccccc1)c1ccccc1)C(C)C`?
D2 ag: -1.9; ERG Ets-DNA blk: 17%; D2 antag: 1; Vif-A3G inh: 0%; GRP78 ERSR act: -2%; LDHA block: -2; RGS4 inhibitor: 5%; Vif-A3F inh: 12%; 12-LOX inh: -19%

Results for O=C1c2ccc([N+](=O)[O-])cc2C(=O)N1c1c[nH]c(=O)[nH]c1=O ?
D2 ag: -0.5; ERG Ets-DNA blk: -6%; D2 antag: -3; Vif-A3G inh: 3%; GRP78 ERSR act: -5%; LDHA block: 7; RGS4 inhibitor: -5%; Vif-A3F inh: -4%; 12-LOX inh: 0%

Results for CS(=O)(=O)N(CCc1ccccc1)CC(=O)N1CCc2ccccc2C1 ?
D2 ag: -0.3; ERG Ets-DNA blk: 4%; D2 antag: 6; Vif-A3G inh: 0%; GRP78 ERSR act: -5%; LDHA block: 2; RGS4 inhibitor: 11%; Vif-A3F inh: 0%; 12-LOX inh: -4%

What do the screens show for `COc1ccc(-c2c(C)nn3c(NC4CCCC4)cc(C)nc23)cc1OC`?
D2 ag: -0.1; ERG Ets-DNA blk: 4%; D2 antag: -2; Vif-A3G inh: -3%; GRP78 ERSR act: 3%; LDHA block: 1&1; RGS4 inhibitor: -19%; Vif-A3F inh: 14%; 12-LOX inh: 8%&-5%

Results for Cn1nnc(NC(=S)NC(=O)Cc2ccccc2)n1 ?
D2 ag: 1.0; ERG Ets-DNA blk: -2%; D2 antag: -3; Vif-A3G inh: 0%; GRP78 ERSR act: 2%; LDHA block: -8; RGS4 inhibitor: -16%; Vif-A3F inh: inconclusive; 12-LOX inh: inconclusive

Only part of the results is shown; the hit share may differ from the screen's.
